Screening results deposited in PubChem by several laboratories.
KOR beta-arrestin-1: kappa opioid receptor blockers – cell-based, luminescence, uHTS (AID 1778); KOR beta-arrestin recruitment, luminescence, antagonist mode; higher % means a stronger effect; inhibition, % at 10 µM, or IC50 in µM where a hit was titrated; 0.091% of 290,000 active; also: strong numbers were not always called active
HEK293 NOD2/NF-kB: NOD2 signaling inhibitors, cell-based, luminescence, uHTS, HEK293 (AID 1566); inhibition, % at 4 µM; hits with a dose series show EC50 in µM; HEK293 NOD2/NF-kB luciferase reporter, luminescence; higher % means a stronger effect; 0.63% of 290,000 active; also: many of its hits are not listed in these tables
SV40 large T antigen: TAg ATPase/helicase activity blockers – biochemical (AID 1903); inhibition, % at 20 µM, or IC50 in µM where a hit was titrated; SV40 large T antigen ATPase/helicase inhibition assay; higher % means a stronger effect; 0.39% of 310,000 active; in the data active = a potency from the dose series; inconclusive = inhibition mostly from about 32% at the one dose, without a potency; inactive = the rest, 99 in 100 with inhibition below about 32%; also: strong numbers were not always called active
KOR beta-arrestin-2: kappa opioid receptor activators – cell-based, luminescence, uHTS, primary screen (AID 1777). KOR beta-arrestin recruitment, luminescence; higher % means a stronger effect. one-dose activation, % at 10 µM; EC50 in µM for titrated hits. 0.02% of 280,000 active; in the data active = activation above about 50%, passing the limit was not always enough; also: a part of the inactive calls stands beside numbers as strong as those of hits
GPR55 antagonists: GPR55 antagonists blocking LPI-driven arrestin recruitment, primary screen, imaging, U2OS, beta-arrestin-GFP, LPI agonist (AID 2013); 0.13% of 290,000 active; one-dose inhibition, % at 10 µM; IC50 in µM for titrated hits; U2OS GPR55 beta-arrestin-GFP translocation imaging, LPI antagonism; higher % means a stronger effect;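 active = spots per cell inhibited over 60%, with over 100 cells counted and total cytoplasm intensity under 500,000; inconclusive = wells with under 100 cells, flagged as likely toxic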;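 also: U2OS cells stably carrying GPR55 and arrestin-GFP stimulated by 5 µM LPI near EC80; imaged beta-arrestin-GFP aggregate spots per cell after agonist stimulation; plate controls were LPI-stimulated DMSO wells for no effect and DMSO wells without LPI for full effect; some results filed as inactive read as strong as hits; confirmed hits need IC50 under 10 µM and bright autofluorescent wells are also inconclusive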
HIV peptide binding: cell-free HIV fusion peptide-binding blockers – biochemical, uHTS, fluorescence dequenching, primary screen (AID 1986) | inhibition, % at 20 µM, or IC50 in µM where a hit was titrated | cell-free peptide binding, fluorescence dequenching, 30 min; higher % means a stronger effect | 0.3% of 290,000 active; in the data active = inhibition mostly above about 52%, no sharp cut-off; inactive = mostly below about 76%; also: some results filed as inactive read as strong as hits
NOD1 NF-kB reporter: NOD1 signaling inhibitors, primary screen, cell-based, luminescence, uHTS (AID 1578); NOD1-driven NF-kB luciferase reporter cells, luminescence; higher % means a stronger effect; inhibition, % at 4 µM, or EC50 in µM where a hit was titrated; 1% of 290,000 active; in the data active = inhibition mostly above about 36%, no sharp cut-off; inactive = mostly below about 34%;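 also: HEK-293T reporter cells stimulated with the NOD1 agonist gamma-tri-DAP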
MgcRacGAP inhibition: MgcRacGAP GTPase-activating activity inhibitors, confirmation, biochemical, ADP Hunter fluorescence; AID 624330; 0.6% of 340,000 active; MgcRacGAP-stimulated Rac1 GTP hydrolysis, ADP Hunter fluorescence; higher % means a stronger effect; GST-tagged Rac1 F28L mutant substrate; inhibition, % at 30 µM, or IC50 in µM where a hit was titrated;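 active = first-screen hits whose inhibition reached a set limit at any dose in the follow-up dose series; inconclusive = inhibition above the set first-screen limit but never retested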;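 also: fluorescence reports GDP produced by GAP-driven GTP hydrolysis; strong numbers were not always called active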
GPR55 beta-arrestin: selective activators of receptor GPR55 – imaging, U2OS cells, beta-arrestin-GFP redistribution, primary screen (AID 1961). activation, % at 10 µM; hits with a dose series show EC50 in µM. U2OS GPR55 beta-arrestin-GFP redistribution imaging; higher % means a stronger effect. 0.048% of 290,000 active;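 active = activation above 40% with more than 50 cells counted in the well; inconclusive = wells holding fewer than 50 cells, flagged as toxic or sparse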;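 also: U2OS osteosarcoma cells stably expressing GPR55 and beta-arrestin-GFP; plate controls were DMSO negative control for no effect and LPI positive control for full effect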
The depositor's hits bear a star; ? = inconclusive; . = no result given; [ ] = another dose, or the depositor's remark. Rule as the data show it, unless noted: active = inhibition above about 50%; inactive = the rest. Only part of the results is shown; count on the stated rates, not on these rows.

SMILES	KOR beta-arrestin-1	HEK293 NOD2/NF-kB	SV40 large T antigen	KOR beta-arrestin-2	GPR55 antagonists	HIV peptide binding	NOD1 NF-kB reporter	MgcRacGAP inhibition	GPR55 beta-arrestin
COc1ccc(NC(=O)CC2C(=O)N(C)C(=S)N2Cc2cccs2)cc1 (stereo not drawn)	15.1%	-8.1%	8.7%	3.5%	5.0%	5.1%	3.5%	-8.8%	0.0%
COc1ccc(/C=N/Nc2nc(N3CCCC3)nc(N3CCCC3)n2)cc1O	-28.2%	13.8%	10.2µM*	6.2%	0.0%	-0.1%	-0.6%	62.2µM*	-0.1%
CN(C)CCn1c(NCc2ccc3c(c2)OCO3)nc2ccccc21	.	-4.2%	7.4%	.	12.3%	1.5%	-14.7%	8.8%	-0.1%
CCC(CC)NC(=O)COC(=O)CCC(=O)c1ccc(Cl)cc1	3.9%	17.7%	1.2%	0.4%	13.4%	1.8%	-14.1%	-1.6%	-0.2%
COCCNC(=O)C(c1ccccc1)N(C(=O)Cn1nnc2ccccc21)c1cccnc1 (stereo not drawn)	-38.0%	-0.1%	21.1%	0.5%	2.8%	2.1%	-1.3%	5.8%	-0.5%
CN1CCN(NC(=O)c2ccc(S(=O)(=O)N3CC4(C)CC3CC(C)(C)C4)cc2)CC1 (stereo not drawn)	9.6%	1.8%	12.6%	6.1%	4.8%	-0.7%	-6.1%	3.9%	-0.2%
COc1nc(-c2ccccc2)ccc1-c1noc(-c2ccccc2)n1	29.6%	-33.6%	1.4%	-5.2%	6.7%	6.3%	-80.8%	3.4%	-0.1%
CC1CCCCC1NC(=O)CSc1nnc(-c2ccncc2)n1CCCN(C)C (stereo not drawn)	-17.0%	-3.4%	6.5%	-1.9%	-5.8%	3.1%	-5.1%	25.5%	0.5%
CCOC(=O)c1cc(C)sc1N1C(=O)C2C3C=CC(C3)C2C1=O (stereo not drawn)	-21.6%	4.1%	4.9%	-1.0%	-1.1%	9.9%	-4.0%	4.5%	-0.1%
CC1CN(C(=O)CCC(=O)NCCCN2C(C)CCCC2C)c2ccccc2O1 (stereo not drawn)	3.9%[20 µM]	3.2%	-2.0%	-4.9%	6.7%	-2.4%	26.4%	11.2%	-0.1%
COc1ccc(OC)c(/C=C(\NC(=O)c2ccccc2)C(=O)N/N=C/c2ccc(C)s2)c1	7.2%	13.0%	6.8%	-1.8%	18.0%	4.3%	3.3%	-1.3%	0.5%
O=C1CC(SC(=Nc2ccccc2)Nc2ccccc2)C(=O)N1c1cccc2ccccc12 (stereo not drawn)	-10.3%	7.9%	1.5%	7.9%	14.6%	1.3%	14.7%	15.9%	0.0%
COc1ccc(N=C2NN=C(c3ccc4c(c3)OCCO4)CS2)cc1	32.1%	-39.4%	19.0%	-7.9%	7.6%	1.3%	-44.7%	17.7%	-0.1%
CC(=O)c1sc(NC(=O)COc2ccc(Br)cc2)nc1C	-24.1%	-5.9%	-1.2%	-8.8%	6.4%	0.8%	-26.4%	8.3%	?
Cc1coc2c(C)c3oc(=O)c(CCC(=O)NCCC(=O)O)c(C)c3cc12	-15.3%	-24.9%	9.5%	5.8%	4.8%	9.1%	-10.5%	10.2%	-0.1%
COC(=O)c1ccc(/C=C/c2c(-c3ccsc3)sc3ccccc23)cc1	15.3%[20 µM]	7.0%	0.3%	1.0%	9.4%	3.4%	-10.8%	8.6%	-0.2%
O=C1OC(c2ccccc2)C2(CCCC2)C(=O)C12CCCC2 (stereo not drawn)	-3.3%	-5.3%	-1.2%	1.3%	4.1%	1.4%	-1.8%	5.3%	-0.1%
CC(=O)c1cccc(S(=O)(=O)N2CCC(C(=O)O)CC2)c1	7.9%	13.5%	17.2%	-6.7%	15.2%	3.2%	-35.6%	2.5%	-0.2%
Cc1cc(NS(=O)(=O)c2cn(C)nc2C)no1	-37.7%	11.4%	-1.9%	7.3%	0.0%	-0.6%	25.8%	6.8%	-0.2%
Cc1ccc(S(=O)(=O)Nc2ccncc2)c(C)c1N(C)S(=O)(=O)c1ccc(F)cc1	31.6%	15.0%	15.4%	2.1%	6.4%	-0.5%	1.3%	4.3%	-0.1%
NS(=O)(=O)c1ccc(NC(=O)CCCC(=O)O)cc1	15.5%	-2.1%	7.1%	1.4%	9.3%	-0.9%	-3.9%	-13.2%	0.8%
COC(=O)CNC(=O)C1CCCN1C(=O)OC(C)(C)C (stereo not drawn)	22.0%	4.8%	7.9%	5.9%	-6.8%	1.9%	19.3%	-1.2%	-0.1%
O=C(COc1cccc2ccccc12)N/N=C/c1ccc(Sc2nc3ccccc3s2)o1	-43.6%	-5.3%	14.4%	-1.0%	11.8%	-0.2%	1.3%	6.7%	-0.2%
CCOC(=O)N1CCN(C(=O)c2cc3c(s2)-c2ccccc2OC3)CC1	-43.1%	-14.8%	3.5%	-2.1%	-1.8%	-1.1%	-19.9%	-11.4%	-0.3%
CC(C)OC(=O)CCc1nc2ccccc2[nH]c1=O	31.4%	-7.3%	3.2%	-4.3%	3.2%	-2.2%	-17.2%	10.8%	-0.1%
CCOc1cc(C2C(C(=O)N3CCCCC3)=C(C)NC3=C2C(=O)CC(C)(C)C3)ccc1O (stereo not drawn)	-7.7%	18.6%	26.6%	1.4%	.	1.7%	-14.3%	4.5%	0.2%
COc1ccc(OC)c(NC(=O)N2CCc3ccccc3C2)c1	-16.8%	2.5%	4.2%	1.5%	0.5%	-2.0%	-28.6%	4.7%	-0.2%
O=C(c1c(Cl)cccc1Cl)N1CCN(c2cccc3[nH]ccc23)CC1	-34.0%	-8.7%	23.6%	2.7%	1.2%	-3.6%	8.0%	50.4µM*	6.5%
COc1ccc(OCc2cc(C(=O)NC3CCc4ccccc43)no2)c(Cl)c1 (stereo not drawn)	2.3%	9.5%	1.9%	1.5%	8.7%	0.1%	-6.6%	7.2%	-0.2%
C=C1SC(=Nc2ccccc2Cl)N(C(=O)c2sc3ccccc3c2Cl)C1(C)C	7.0%	42.8%	-0.2%	4.1%	25.5%	1.3%	-8.4%	2.2%	0.1%

A different layout for some results above:
mol,KOR beta-arrestin-1,HEK293 NOD2/NF-kB,SV40 large T antigen,KOR beta-arrestin-2,GPR55 antagonists,HIV peptide binding,NOD1 NF-kB reporter,MgcRacGAP inhibition,GPR55 beta-arrestin
CCOc1cc(C2C(C(=O)N3CCCCC3)=C(C)NC3=C2C(=O)CC(C)(C)C3)ccc1O (stereo not drawn),-7.7%,18.6%,26.6%,1.4%,.,1.7%,-14.3%,4.5%,0.2%
COc1ccc(OCc2cc(C(=O)NC3CCc4ccccc43)no2)c(Cl)c1 (stereo not drawn),2.3%,9.5%,1.9%,1.5%,8.7%,0.1%,-6.6%,7.2%,-0.2%
NS(=O)(=O)c1ccc(NC(=O)CCCC(=O)O)cc1,15.5%,-2.1%,7.1%,1.4%,9.3%,-0.9%,-3.9%,-13.2%,0.8%
O=C(c1c(Cl)cccc1Cl)N1CCN(c2cccc3[nH]ccc23)CC1,-34.0%,-8.7%,23.6%,2.7%,1.2%,-3.6%,8.0%,50.4µM*,6.5%
O=C(COc1cccc2ccccc12)N/N=C/c1ccc(Sc2nc3ccccc3s2)o1,-43.6%,-5.3%,14.4%,-1.0%,11.8%,-0.2%,1.3%,6.7%,-0.2%
COC(=O)CNC(=O)C1CCCN1C(=O)OC(C)(C)C (stereo not drawn),22.0%,4.8%,7.9%,5.9%,-6.8%,1.9%,19.3%,-1.2%,-0.1%

Further records.
SMILES	KOR beta-arrestin-1	HEK293 NOD2/NF-kB	SV40 large T antigen	KOR beta-arrestin-2	GPR55 antagonists	HIV peptide binding	NOD1 NF-kB reporter	MgcRacGAP inhibition	GPR55 beta-arrestin
COc1cc(/C=N/n2nnnc2N)ccc1OCC(N)=O	-30.8%[20 µM]	6.9%	11.6%	1.6%	-6.7%	1.0%	-27.3%	5.9%	-0.2%
O=C(OCC(=O)N1CCCC1)c1cncc(Br)c1	14.8%	8.4%	-5.2%	-1.6%	18.8%	1.7%	-12.3%	13.0%	0.2%
CC(C)NC(=O)C(c1ccc(F)cc1)N(Cc1ccco1)C(=O)CCC(=O)Nc1ccccn1 (stereo not drawn)	-33.6%	7.8%	5.9%	5.2%	11.7%	2.6%	17.2%	-2.3%	-0.2%
Cc1cc(O)c(NC(=O)c2ccc(C)c([N+](=O)[O-])c2)cc1C	16.3%	-14.3%	5.1%	-0.3%	-14.6%	-0.2%	-37.6%	.	-0.2%
CCOC(=O)N1CCC(NC(=O)CN2C(=O)C(CC)Oc3ccc(C)cc32)CC1 (stereo not drawn)	7.1%	-5.7%	-1.4%	1.2%	9.1%	0.8%	-20.8%	1.9%	-0.1%
COC(=O)C1CCN(C(=O)COC(=O)C2CCN(S(=O)(=O)c3ccc4c(c3)OCCO4)CC2)CC1	3.4%	9.1%	-5.8%	2.7%	18.5%	-1.4%	-28.0%	8.2%	0.3%
O=C(O)Cc1ccc2[nH]c3ccc(CC(=O)O)cc3c2c1	-29.7%	8.7%	0.4%	7.2%	14.1%	-0.3%	-8.3%	10.7%	-0.3%
COC(=O)c1cc(C(=O)NC(C)(C)CC(C)(C)C)cc([N+](=O)[O-])c1	-11.6%[20 µM]	-2.4%	6.0%	-0.3%	6.3%	-1.9%	6.9%	6.8%	-0.1%
CCOc1ccccc1NC(=O)NNS(=O)(=O)c1cc(OC)ccc1OC	-9.5%	7.4%	22.8%	2.3%	14.3%	3.1%	-30.8%	9.0%	0.3%
N#C/C(=C(/O)CN1CCN(c2ccccc2F)CC1)c1nc(-c2ccc(Cl)cc2)cs1	-26.0%	37.7%	1.7%	2.0%	-13.7%	1.3%	26.7%	14.3%	-0.1%
Brc1cccc(OCCSc2ncccn2)c1	13.5%[20 µM]	-9.8%	-3.1%	-5.6%	10.7%	0.6%	-40.1%	.	-0.1%
COC(=O)c1cc(NC(=O)c2ccccc2)c(=O)oc1C	-5.9%	-12.3%	8.2%	1.7%	2.1%	0.1%	-29.1%	4.1%	0.6%
CCC1(c2ccc(Cl)cc2)NC(=O)N(CC(=O)NCc2ccc(F)cc2)C1=O (stereo not drawn)	14.3%	8.4%	6.3%	-4.0%	-11.5%	-1.6%	-18.6%	1.2%	.
Cc1ccc(-c2nc(C)sc2CC(=O)NCc2ccco2)cc1	14.4%	-13.5%	7.0%	-0.2%	2.2%	1.6%	-12.6%	2.4%	-0.2%
CSc1nnc(-c2sc3cc(C(F)(F)F)cnc3c2-c2ccccn2)n1C	-9.7%	8.3%	2.9%	2.8%	-8.7%	6.6%	24.5%	4.0%	0.3%
